# Source: PubChem BioAssay
# Growth percent in the NCI-60 one-dose screen (48 h, 10 µM unless noted): 100 = growth as untreated, 0 = no growth, -100 = all killed.
# SR: SR leukemia cells; AID 1794780; hit rate 8.7% among 73,000
# MDA-MB-435: MDA-MB-435 melanoma. hit rate 7.8% among 82,000. AID 1794794
# MDA-MB-468: MDA-MB-468 breast cancer; hit rate 8.5% among 78,000
# MDA-MB-231: MDA-MB-231 breast cancer. hit rate 5% among 81,000. AID 1794789
# K-562: K-562 leukemia. hit rate 7.4% among 78,000. AID 1794777
# MCF7: MCF7 breast cancer | hit rate 6.3% among 82,000
# MOLT-4: MOLT-4 leukemia cells; hit rate 6.9% among 80,000
# BT-549: BT-549 breast cancer; hit rate 4.4% among 78,000; AID 1794793
# * hit, by the source's call; nt = not tested or not shown; [ ] = remark or other dose. Rule for the calls: active = growth percent below 10; inactive = the rest.
1. COc1ccc(/C=C(\c2cc(OC)c(OC)c(OC)c2)c2nnc(-c3ccc(N(C)C)cc3)o2)cc1
2. COC(=O)c1cc([N+](=O)[O-])ccc1NC(C)=O
3. N=C(N)SCc1cc2c(cc1Cl)OCO2
4. O=C1c2ccc3c4c(ccc(c24)C(=O)N1CCNCc1ccccc1Cl)C(=O)N(CCNCc1ccccc1Cl)C3=O
5. CC(N)(CCC(=O)O)C(=O)O (centres undefined)
6. CC(C)(C)OC(=O)N1CCC2(CC1)NC(=O)c1ccccc1N2
7. C=C(C)[C@@H]1CC[C@]2(C(N)=O)CC[C@]3(C)[C@H](CC[C@@H]4[C@@]5(C)C/C(=C/c6cccnc6)C(=O)C(C)(C)[C@@H]5CC[C@]43C)[C@@H]12
8. O=c1[nH]cnc(O)c1-c1cc2ccccc2[nH]1

Screen / compound no.	1	2	3	4	5	6	7	8
SR	70	105	90	88	91	99	11[100 µM]	99
MDA-MB-435	63	113	109	115	109	106	0.1*[100 µM]	101
MDA-MB-468	89	84	90	93	99	112	14[100 µM]	113
MDA-MB-231	95	115	101	109	125	108	0.8*[100 µM]	86
K-562	71	110	96	100	93	nt	6.7*[100 µM]	102
MCF7	73	97	104	100	99	96	11[100 µM]	110
MOLT-4	86	110	97	95	91	89	2.4*[100 µM]	107
BT-549	95	nt	93	100	98	114	14[100 µM]	116

# Only MCF7 and MDA-MB-468 (4 entries from above):
No. | SMILES | MCF7 | MDA-MB-468
4 | O=C1c2ccc3c4c(ccc(c24)C(=O)N1CCNCc1ccccc1Cl)C(=O)N(CCNCc1ccccc1Cl)C3=O | 100 | 93
5 | CC(N)(CCC(=O)O)C(=O)O (centres undefined) | 99 | 99
6 | CC(C)(C)OC(=O)N1CCC2(CC1)NC(=O)c1ccccc1N2 | 96 | 112
7 | C=C(C)[C@@H]1CC[C@]2(C(N)=O)CC[C@]3(C)[C@H](CC[C@@H]4[C@@]5(C)C/C(=C/c6cccnc6)C(=O)C(C)(C)[C@@H]5CC[C@]43C)[C@@H]12 | 11[100 µM] | 14[100 µM]

# Continued.
9. CS(=O)(=O)Nc1ccsc1-c1nc(-c2ccccc2)no1
10. CN(Cc1ccccc1)CC1CCCCC1=O (centres undefined)
11. CCOC(=O)c1nc2c3ccccc3cnn2c1C(=O)c1ccc(-c2ccccc2)cc1
12. CCC(C)[C@H](NC(=O)[C@H](CC(=O)O)NC(=O)[C@@H](NC(=O)[C@@H](NC(=O)[C@H](Cc1c[nH]c2ccccc12)NC(=O)[C@H](Cc1cnc[nH]1)NC(=O)[C@H](CO)NC(=O)[C@H](CCCNC(=N)N)NC(=O)[C@H](CCCNC(=N)N)NC(=O)[C@H](CCCCN)NC(=O)[C@H](CCCCN)NC(=O)[C@H](CCCNC(=N)N)NC(=O)CNC(=O)[C@H](CCCNC(=N)N)NC(=O)[C@H](CCCNC(=N)N)NC(=O)[C@H](CCCNC(=N)N)NC(C)=O)C(C)(C)C)C1CCCCC1)C(=O)O (some centres undefined)
13. O=C(NO)/C(CC(=O)c1cccc(O)c1)=N\O
14. O=[N+]([O-])c1ccc(C(Cl)=C(Cl)Cl)cc1
15. CCOC(=O)C(C(C)=O)C(=O)OCC
16. CN(O)c1nc(N/N=C\c2ccccc2)nc(N2CCOCC2)n1

Screen / compound no.	9	10	11	12	13	14	15	16
SR	106	90	81	88	111	83	88	56
MDA-MB-435	105	106	102	104	114	105	95	97
MDA-MB-468	85	110	84	98	99	116	22	53
MDA-MB-231	93	110	70	105	84	118	98	88
K-562	89	104	95	95	119	87	95	46
MCF7	90	89	82	100	95	97	92	85
MOLT-4	98	95	66	92	113	90	96	75
BT-549	100	nt	87	110	111	101	106	72

17. CN(CCC(=O)c1ccc(-c2ccccc2)cc1)Cc1ccccc1
18. COc1ccc(NC(=O)CSc2nc3ccccc3c(=O)n2-c2ccccc2C(F)(F)F)c(OC)c1OC
19. COc1cc2cc(Oc3ccc(NC(=O)Nc4cc(C(F)(F)F)cc(C(F)(F)F)c4)cc3)c(C)nc2cc1OCCN1CCOCC1
20. CCOC(=O)Nc1cccc([N+](=O)[O-])c1
21. Cc1ccc(/C=C/c2c(C(=O)c3ccccc3)c(=O)[nH]c3ccccc23)cc1
22. Cc1cc(C#Cc2ccc(C(C)(C)C)cc2)ccc1-n1c(/C=C/c2cccc(O)c2)nc2ccccc2c1=O
23. COc1ncnc2nc[nH]c12
24. CCCCOc1ccc(N2C(=O)C(C)CNC2=S)cc1 (centres undefined)

Screen / compound no.	17	18	19	20	21	22	23	24
SR	103	103	-35*	106	nt	51	109	105
MDA-MB-435	107	107	22	96	97	64	108	100
MDA-MB-468	78	93	-12*	68	80	86	101	94
MDA-MB-231	102	89	1.5*	107	94	66	94	106
K-562	99	94	6.7*	73	71	54	103	95
MCF7	54	98	7.1*	73	78	76	100	103
MOLT-4	108	107	8.2*	67	83	47	120	93
BT-549	nt	100	68	105	84	104	102	108

25. NCCCC(N)(C(=O)O)C(F)F (centres undefined)
26. O=C1OCC2=C1C(c1cccc([N+](=O)[O-])c1)c1cc3c(cc1N2CCO)CCC3 (centres undefined)
27. COc1ccc(C2CCCCC2O)cc1 (centres undefined)
28. CCNC(=O)N1CCc2cc(OC)c(OCCc3ccc(OC)nc3)cc2C1c1ccc(C)cc1C (centres undefined)
29. O=Cc1c(O)c2ccccc2[nH]c1=O
30. O=C(O)C(Nc1ccc2ccccc2c1)C(=O)O
31. O=C(Cn1c2ccccc2c2ccccc21)Nc1ccc(-c2nc3ccccc3s2)cc1
32. CC1(C)CC(=O)c2c(nn(-c3ccc(Br)cc3)c2-c2cn(-c3ccccc3)nc2-c2ccc([N+](=O)[O-])cc2)C1

Screen / compound no.	25	26	27	28	29	30	31	32
SR	91	15	128	7.7*	114	102	84	77
MDA-MB-435	82	-35*	97	10	118	107	101	90
MDA-MB-468	nt	5.0*	98	8.0*	95	104	17	89
MDA-MB-231	130	30	102	15	100	106	96	83
K-562	110	7.3*	120	11	111	107	95	76
MCF7	120	20	99	14	96	97	33	79
MOLT-4	172	14	126	23	104	100	94	73
BT-549	138	32	74	-6.5*	nt	98	106	92

# Results in sequence from the list.
# Entries 25 to 32 in BT-549: 138, 32, 74, -6.5*, nt, 98, 106, 92

# The main list resumes, starting 2 compounds before the break.
31. O=C(Cn1c2ccccc2c2ccccc21)Nc1ccc(-c2nc3ccccc3s2)cc1
32. CC1(C)CC(=O)c2c(nn(-c3ccc(Br)cc3)c2-c2cn(-c3ccccc3)nc2-c2ccc([N+](=O)[O-])cc2)C1
33. COc1ccc(CN2CCc3c(nc(N)[nH]c3=O)C2)c(OC)c1
34. CCOC(=O)c1cc(CC)sc1NC(=O)CC(C)=O
35. COc1ccc(C2=NN(C(=O)[C@H]3[C@@H](c4ccco4)c4sc(=O)[nH]c4S[C@@H]3C)C(c3ccc4ccccc4c3)C2)cc1 (some centres undefined)
36. CC1=C2[C@@H](CC1)[C@]1(C)O[C@@](C(C)C)(C[C@H]1O)[C@H]2OC(=O)CCCc1ccccc1
37. CCCCCC(CCC)COC(=O)c1ccccc1 (centres undefined)
38. Cc1cc2c(-c3nc4ccccn4c3Nc3cccc4ccccc34)c(O)c(O)cc2c(O)c1-c1c(C)cc2c(-c3nc4ccccn4c3Nc3cccc4ccccc34)c(O)c(O)cc2c1O
39. Cc1ccccc1[C@H]1C(C(=O)c2ccc(Cl)cc2)C2(N[C@@H]1c1ccccc1)C(=O)Nc1ccccc12 (some centres undefined)
40. CCCCCCCCCCCCCCCCCN

Screen / compound no.	31	32	33	34	35	36	37	38	39	40
SR	84	77	88[100 µM]	35	25	81	108	27	-17*	58
MDA-MB-435	101	90	101[100 µM]	69	42	89	111	22	-62*	100
MDA-MB-468	17	89	99[100 µM]	57	-15*	85	104	17	-26*	101
MDA-MB-231	96	83	95[100 µM]	55	48	82	109	23	-60*	93
K-562	95	76	100[100 µM]	22	16	52	105	15	-21*	103
MCF7	33	79	92[100 µM]	16	13	91	100	15	-32*	100
MOLT-4	94	73	87[100 µM]	14	12	40	107	31	-18*	104
BT-549	106	92	104[100 µM]	27	76	72	106	28	-66*	106

# Reprinted at random: four records from the list, in no set order.
38. Cc1cc2c(-c3nc4ccccn4c3Nc3cccc4ccccc34)c(O)c(O)cc2c(O)c1-c1c(C)cc2c(-c3nc4ccccn4c3Nc3cccc4ccccc34)c(O)c(O)cc2c1O
33. COc1ccc(CN2CCc3c(nc(N)[nH]c3=O)C2)c(OC)c1
40. CCCCCCCCCCCCCCCCCN
34. CCOC(=O)c1cc(CC)sc1NC(=O)CC(C)=O

Screen / compound no.	38	33	40	34
SR	27	88[100 µM]	58	35
MDA-MB-435	22	101[100 µM]	100	69
MDA-MB-468	17	99[100 µM]	101	57
MDA-MB-231	23	95[100 µM]	93	55
K-562	15	100[100 µM]	103	22
MCF7	15	92[100 µM]	100	16
MOLT-4	31	87[100 µM]	104	14
BT-549	28	104[100 µM]	106	27

# More records.
41. CCOC(=O)Nc1ccc2nc(N3CCCCCC3)sc2c1
42. CCOC(=O)C1=NC(Cc2c[nH]c3ccccc23)C(=O)N(c2ccc(Cl)cc2)N1 (centres undefined)
43. CCOC(=O)c1sc(NC(=O)COc2ccc(/C=C3\Cc4ccc(Cl)cc4C3=O)cc2)nc1C
44. CCCCNC(=O)Nc1ccc(S(=O)(=O)Nc2nc(C)cc(C)n2)cc1
45. Cc1cc(C)c(O)c(C)c1
46. CC(=O)OC(C)CN(CC(C)OC(C)=O)C(=O)C(C)OC(C)=O (centres undefined)
47. O=C(c1nc2ccccc2[nH]1)C1C(c2ccco2)C2CSCN2[C@@]12C(=O)Nc1ccccc12 (some centres undefined)
48. CCCc1nc(C(C)(C)O)c(C(=O)OCc2oc(=O)oc2C)n1Cc1ccc(-c2ccccc2-c2nn[nH]n2)cc1

Screen / compound no.	41	42	43	44	45	46	47	48
SR	nt	nt	103	87	107	90	87	nt
MDA-MB-435	7.4*	101	105	97	99	110	105	111
MDA-MB-468	-4.2*	96	115	101	111	108	102	81
MDA-MB-231	nt	97	91	99	97	104	89	nt
K-562	nt	91	102	105	107	97	90	105
MCF7	20	99	96	98	98	91	100	nt
MOLT-4	nt	nt	61	95	100	46	97	108
BT-549	66	96	94	112	110	nt	110	125

49. NC(=O)N1N=C(c2ccc(F)cc2)CC1c1cn(-c2ccccc2)nc1-c1ccc(Cl)cc1 (centres undefined)
50. CCCN(CCC)C(=O)[C@H](CC)[C@@H]1CC[C@@H](C)[C@@H]([C@H](C)[C@@H](O)[C@@H](C)C(=O)[C@H](CC)C2O[C@]3(C=C[C@@H](O)[C@]4(CC[C@@](C)([C@H]5CC[C@](O)(CC)[C@H](C)O5)O4)O3)[C@H](C)C[C@@H]2C)O1 (some centres undefined)
51. CC(C)C1C2=C(NCCN1C(=O)c1cccnc1)C(C)(C)N(Cc1ccccc1)C2=O (centres undefined)
52. c1ccc(C(CC2=NCCCN2)c2ccccc2)cc1
53. O=C1NC(=Nc2ccc(S(=O)(=O)Nc3ncccn3)cc2)S/C1=C\c1coc2ccccc2c1=O
54. Brc1ccc2[nH]cc(-c3nn4cc(-c5ccccc5)nc4s3)c2c1
55. CN1CCO/C1=C(/NC(=O)c1ccccc1)[P+](c1ccccc1)(c1ccccc1)c1ccccc1
56. Cc1ccc(CSc2nc(-c3ccc(Cl)cc3)c(C#N)c(N3CCNCC3)n2)cc1

Screen / compound no.	49	50	51	52	53	54	55	56
SR	119	15	93	103	92	nt	84	-11*
MDA-MB-435	107	3.2*	109	94	102	90	72	81
MDA-MB-468	102	-25*	102	102	103	107	73	82
MDA-MB-231	106	-40*	96	89	105	60	79	77
K-562	101	10	111	107	96	51	66	3.4*
MCF7	94	-15*	97	94	91	37	84	59
MOLT-4	92	15	101	93	nt	48	96	55
BT-549	99	6.2*	102	95	100	98	105	91

57. COc1cc2c(c(OC)c1OC)C(=O)CC(c1cccc(NC(=O)c3cc(NC(=O)[C@@H](N)Cc4ccccc4)ccc3C)c1)O2 (some centres undefined)
58. CCCn1cnc2c(=O)[nH]c(N)nc21
59. CCOC(=O)/C(C#N)=C1/NNC(=Nc2ccccc2)S1
60. O=[N+]([O-])c1cccc(SSc2cccc([N+](=O)[O-])c2)c1
61. NNC(=O)CCSCCC(=O)NN
62. NS(=O)(=O)c1ccc(N2C(=O)c3ccc(C(=O)O)cc3C2=O)cc1
63. Cc1cccc(NC(=O)c2sc3nc4c(cc3c2N)CCCC4)c1
64. COc1cc(-c2nn(-c3ccc(NC(=O)Nc4ccc(Cl)c(Cl)c4)cc3)cc2-c2ccncc2)ccc1Cl
65. O=C1Cc2cc(CCN3CCNCC3)c(Cl)cc2N1Cc1ccc(-c2ccccc2-c2nn[nH]n2)cc1
66. O=CN1N=C(c2ccc3c(c2)OCO3)CC1c1cn(-c2ccccc2)nc1-c1ccc(Cl)cc1 (centres undefined)
67. O=C(Nc1ccccc1)C1CN(Cc2ccc(F)cc2)CCS1 (centres undefined)

Screen / compound no.	57	58	59	60	61	62	63	64	65	66	67
SR	37	94	96	81	106	105	17	6.6*	nt	83	99
MDA-MB-435	64	102	96	102	112	106	-23*	29	103	79	98
MDA-MB-468	69	103	94	109	104	98	25	30	95	49	102
MDA-MB-231	78	106	96	95	104	98	61	43	82	54	105
K-562	59	102	100	94	104	nt	18	17	nt	87	nt
MCF7	59	98	98	94	100	99	11	28	98	86	96
MOLT-4	46	99	101	82	110	96	34	9.3*	nt	99	98
BT-549	84	nt	96	101	107	104	51	nt	102	102	95
